Bioassay records from PubChem BioAssay.
12-hLO inh: blocks human 12-lipoxygenase activity; purified 12-hLO, xylenol orange hydroperoxide absorbance; 150,000 compounds, 0.12% hits; P18054; Potency, µM (series often up to 57.1 µM), for the others: at the top dose activity change, negative = inhibition, usual class: inhibitors; AID 1452; also: potency is read from the fitted curve at half-maximal effect; nearly all actives have a fitted effect of over 55% in size; many of its hits are not listed in these tables
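Xylenol orange chromogenic assay: hydroperoxide from 12hLO oxidises Fe(II), giving red-shifted Fe(III)-XO absorbance. Conditions: 150 nM enzyme, 40 uM arachidonic acid, 25 mM Hepes pH 7.0, 0.01% Triton X-100, 30 min, room temperature.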
PNC assembly inh: inhibitors of perinucleolar compartment assembly | PC3M PTB-GFP, PNC prevalence imaging, 16 h; stronger effect = lower value | activity change (PNC), negative = inhibition, % at 10 µM | 140,000 compounds, 3.1% hits | AID 2417;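 active = readout at or below -70, meaning at least 70% loss of cells showing the perinucleolar compartment, a nuclear body marking cancer cells; inconclusive = readout between -30 and a set limit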;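 also: plate controls were DMSO wells for no effect and camptothecin positive control wells for full effect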
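Compounds are pinned in duplicate onto adhered PC3M cells stably expressing GFP-tagged PTB and incubated 16 h at 37 C. Cells are then fixed, nuclei stained with Hoechst, and PNC-positive cells counted.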
IMPase cell inh: membrane-permeable compound that blocks inositol monophosphatase. P97697. CHO-M1 cells, IP1 accumulation, HTRF TR-FRET ratio. inhibition (IP1 accumulation), % at 46.1 µM. 120,000 tested, under 10 active; active = well fitted curve in the direction sought with a large enough effect in the signal ratio, not every such curve was filed as active; inconclusive = small, poorly fitted or top-dose-only effect, or a change in a side signal; inactive = no such curve, though single readings can be large or run the other way; the % refers to the signal ratio;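 also: cells stimulated with carbachol in lithium chloride buffer; plate controls were DMSO basal wells for no effect and reference inhibitor wells for full effect; higher means more IMPase inhibition seen as more IP1 and lower FRET ratio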
Target sequence (P97697 whole entry, looked up): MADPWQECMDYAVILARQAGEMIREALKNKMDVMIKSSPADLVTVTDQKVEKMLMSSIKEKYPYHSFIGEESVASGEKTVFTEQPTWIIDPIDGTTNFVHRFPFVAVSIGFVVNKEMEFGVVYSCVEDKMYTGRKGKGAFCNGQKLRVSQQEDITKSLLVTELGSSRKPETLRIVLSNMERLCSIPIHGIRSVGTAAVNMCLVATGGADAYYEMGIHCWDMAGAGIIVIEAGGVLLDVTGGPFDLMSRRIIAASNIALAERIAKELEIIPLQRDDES
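The IP-One HTRF competitive assay in carbachol-stimulated CHO-M1 cells quantifies cellular IP1. Compounds spanned up to 46 uM final, and activity is expressed as AC50 from concentration-response fits of the ratio and donor data.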
15-hLO-2 inh: blocks human 15-lipoxygenase 2 activity; O15296; purified 15hLO-2, xylenol orange hydroperoxide absorbance; Potency, µM (top dose mostly 57.1 µM), for inactives: at the highest dose activity change, negative = inhibition, actives largely listed as inhibitors; 110,000 compounds, 0.56% hits; also: potency is read from the fitted curve at half-maximal effect; nearly all actives have a fitted effect of over 60% in size; many of its hits are not listed in these tables
Target sequence (O15296 whole entry, looked up): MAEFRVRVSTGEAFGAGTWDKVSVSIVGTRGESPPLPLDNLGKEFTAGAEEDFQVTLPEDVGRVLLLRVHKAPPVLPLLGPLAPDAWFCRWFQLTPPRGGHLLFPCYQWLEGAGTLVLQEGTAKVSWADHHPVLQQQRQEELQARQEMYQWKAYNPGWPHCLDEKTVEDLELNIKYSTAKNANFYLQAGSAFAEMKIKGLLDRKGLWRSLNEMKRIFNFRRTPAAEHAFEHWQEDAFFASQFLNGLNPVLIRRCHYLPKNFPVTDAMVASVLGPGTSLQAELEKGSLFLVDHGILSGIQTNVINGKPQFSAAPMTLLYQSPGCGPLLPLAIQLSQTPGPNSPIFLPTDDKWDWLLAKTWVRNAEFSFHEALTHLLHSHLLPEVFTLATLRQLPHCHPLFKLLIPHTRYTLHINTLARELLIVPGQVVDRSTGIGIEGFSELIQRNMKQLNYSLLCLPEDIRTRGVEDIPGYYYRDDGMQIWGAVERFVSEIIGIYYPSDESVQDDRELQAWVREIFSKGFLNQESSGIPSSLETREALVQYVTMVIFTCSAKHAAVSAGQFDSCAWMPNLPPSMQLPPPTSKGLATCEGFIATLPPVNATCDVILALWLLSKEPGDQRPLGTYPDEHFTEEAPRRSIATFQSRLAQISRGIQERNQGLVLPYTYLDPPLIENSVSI
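Enzyme 50 nM, AA 45 uM, 25 mM Hepes pH 7.5 + 0.01% Triton X-100; cpd preinc 15 min RT, rxn 90 min RT; stop/detect with 200 uM XO + 300 uM Fe(II) in 50 mM H2SO4, 30 min; A573/A405.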
An asterisk follows results filed as active; ? = inconclusive; / = not tested or not shown; & = joins results of further samples; [ ] = remark or other dose. Unless noted, calls follow the shape of the dose curve; as a rule, active = well fitted curve in the direction sought with a large enough effect; inconclusive = small, poorly fitted or top-dose-only effect, or another doubt; inactive = no such curve, though single readings can be large; an effect the other way counts as inactive or inconclusive. Unless noted, % is scaled to controls: 0 for no effect and ±100 for the full control effect.

The line under a structure holds: 12-hLO inh, PNC assembly inh, IMPase cell inh, 15-hLO-2 inh
CCc1noc(C)c1C(=O)Nc1sc(C(=O)N(C)C)c(C)c1C(=O)OC
 : -4%, 13, 2, -6%
CCOc1ccc(/C(CC)=N/NC(=O)C2(C)CC2(Br)Br)cc1 (stereo unspecified)
 : -1%, -3, /, /
O=C(COC(=O)CCCN1C(=O)c2ccccc2C1=O)Nc1cc(Cl)cc(Cl)c1
 : -4%, 41, /, /
COc1ccc(OC)c(NC(=O)CCn2cccc2)c1
 : 1%, 13, 6, -2%
O=C(Cn1cnnn1)OCC(=O)c1ccc(Cl)s1
 : ?, 17, -28, ?
O=C(NCc1ccccc1)N(Cc1cc2cc3c(cc2[nH]c1=O)OCCO3)CC1CCCO1 (stereo unspecified)
 : 3%, 13, 4, 0%
CCN(CC)S(=O)(=O)c1cc(NS(=O)(=O)c2cccc(Cl)c2Cl)ccc1C
 : -4%, 46, /, /
Cc1ccc(C2C3=C(CC(C)(C)CC3=O)NC3=C2C(=O)c2ccccc23)cc1 (stereo unspecified)
 : -23%, -13, /, /
C/C=C/c1ccc(OCCN2C(=O)NC(C)(C)C2=O)c(OC)c1
 : -7%, 17, 22, 0%
CC(C)CNc1nc(Oc2ccc(=O)[nH]n2)nc(N(C)C)n1
 : 4%, ?, 1, 0%
Brc1cccc(-c2nnc(SCc3ccon3)n2-c2ccccc2)c1
 : 2%, 21, 1, -7%
COc1ccc(OC)c(CN(CCN2CCOCC2)C(=O)Nc2cccc(Cl)c2)c1
 : 2%, 40, /, /
C[C@H](NC(=O)OC(C)(C)C)c1nnc(SCC(=O)c2ccc(Cl)cc2)o1
 : -5%, 43, 0, 7%
Cn1c(Cn2c(=O)sc3ccccc32)nnc1SCc1cccnc1
 : -1%, 31, 9, 4%
CCOC(=O)c1nn(-c2ccc(OCC)cc2)c2nc(CC(C)C)c(C#N)c(=O)n12
 : 3%, ?, -15, /
C/C(=N\N=C\c1ccc(N(C)C)cc1)c1cccc([N+](=O)[O-])c1
 : 0%, 34, /, /
COc1ccc(C(=O)COC(=O)CCN2C(=O)C3C4CC(C(Br)C4Br)C3C2=O)cc1 (stereo unspecified)
 : -4%, 35, 4, -1%
O=C(CSc1nnc(-c2ccc(Cl)cc2)n1-c1ccc(Cl)cc1)N/N=C/c1ccco1
 : 1%, 11, -3, /
CCN(CC)c1ccc(NC(=O)c2ccc(Br)o2)cc1
 : 3%, ?, 12, -2%
Cc1sc(NC(=O)CSc2nnc(-c3ccc(F)cc3)o2)c(C#N)c1C
 : -11%, -9, -5, -10%
Cc1ccc2c(N)c(C(=O)N(c3ccccc3)c3ccccc3)sc2n1
 : -10%, ?, /, /
Cc1nc2ccc(S(=O)(=O)NCC(=O)N3CCCC(C)C3)cc2s1 (stereo unspecified)
 : -1%, 22, 1, 13%
COc1cc2c(C(=O)NCc3ccccn3)cn(C)c(=O)c2cc1OC
 : -4%, -26, 10, -3%
Cc1cc(N2CCCCCC2)nc2ccccc12
 : ?, ?, 6, -9%
C/C(=N\NC(=O)c1ccc(NS(=O)(=O)c2cccs2)cc1)c1ccc2ccccc2c1
 : 0%, 4, /, /
O=C(NN1C(=O)C2C3C=CC(O3)C2C1=O)c1ccncc1 (stereo unspecified)
 : 1%, 36, /, /
CCOC(=O)N1CCC(N2C(=O)c3ccc(C(=O)NCc4ccc(F)cc4)cc3C2=O)CC1
 : -1%, 14, -7, /
Cc1ccc(-n2c(N)c(C(=O)N3CCCCC3)sc2=S)cc1
 : -17%, ?, -4, -14%
CC(C)(C)NC(=O)CSc1nncn1NCc1cccc2ccccc12
 : 3%, 44, 8, -1%
CCN(Cc1cc2cc(C)ccc2[nH]c1=O)C(=O)c1cccc(OC)c1
 : -2%, ?, -8, 12%
COCC(=O)N1CCC2(CC1)CN(Cc1ccc(C#N)cc1)C2
 : 2%, /, /, 6%
CCOC(=O)c1ccc(NC(=O)CSc2nnc(C3CC3)n2CC)cc1
 : 2%, ?, 2, /
COc1ccc(CNC(=O)c2cnccn2)cc1
 : 9%, 3, 2, -1%
COc1ccc(C(C(=O)NCc2ccccc2)N(Cc2ccc3c(c2)OCO3)C(=O)c2cnccn2)cc1 (stereo unspecified)
 : -4%, ?, 2, -2%
O=C(Cn1ncc2c1-c1ccccc1OC2)Nc1cccc(Cl)c1
 : -7%, -3, 8, 6%
O=C(Nc1cccc(C(F)(F)F)c1)c1cccnc1NCCc1ccccc1
 : -5%, 0, /, /
Cc1nnc(NC(=O)C2CCN(c3nnnn3-c3ccccc3)CC2)s1
 : -5%, -9, 5, 8%
CC[C@@H]1C(c2cccc(Cl)c2)=NN(c2ccccc2)[C@H]1C(=O)N1CCOC1=O
 : 2%[0.00818 µM], /, /, -13%[0.0915 µM]
CC(/C=C/c1ccccc1)=N/NC(=O)CCC(=O)Nc1ccccc1C
 : -4%, ?, /, /
CCCCN1C(=O)C(O)(CC(=O)c2c(C)n[nH]c2C)c2cc(Br)ccc21 (stereo unspecified)
 : -2%, 51, 1, -4%
C=CCn1c(=NC(=O)c2ccc(S(=O)(=O)N3CCCc4ccccc43)cc2)sc2cc(S(N)(=O)=O)ccc21
 : 1%, 54, /, /
Cc1ccc(S(=O)(=O)N(CC(O)CN2CCCC2)c2ccccc2)cc1 (stereo unspecified)
 : -21%, ?, 6, 8%
S=c1nc(-c2ccccc2Br)[nH][nH]1
 : -7%, ?, 4, /
C=CCNc1oc(Cc2cccc3ccccc23)nc1C#N
 : -2%, 13, -5, -4%
CCOc1ccc(C(=O)Nc2ccc(NC(=O)c3cccs3)cc2)cc1[N+](=O)[O-]
 : 1%, -7, -4, /
C[N+](C)(C)[C@H](Cc1c[nH]c(=S)[nH]1)C(=O)O
 : -4%[11.4 µM], /, /, -5%[11.4 µM]
CC(C)C(C(=O)O)N1C(=O)/C(=C/C=C/c2ccco2)SC1=S (stereo unspecified)
 : ?, -14, 5, ?
OC(COc1ccc2ccccc2c1Br)Cn1ccnc1 (stereo unspecified)
 : 3%, ?, -17, 15%
CN(C)S(=O)(=O)c1cccc(NC(=S)N/N=C/C(c2ccccc2)c2ccccc2)c1
 : 0%, 9, /, /
CC(=O)[C@@H]1[C@H]2[C@H](C(=O)[C@H]3OC[C@@H]2O3)[C@H]2C=Cc3ccccc3N21
 : -9%, /, ?, -21%
Cc1cc(C)n(Cc2ccc(NC(=O)c3nn(C)cc3[N+](=O)[O-])cc2)n1
 : 11%, 0, ?, -20%
O=C(NC(=S)Nc1ccccc1N1CCCC1)c1ccc(-c2cccc([N+](=O)[O-])c2)o1
 : ?, 1, -1, 7.9µM*
COc1cc(C(O)P(=O)(OC(C)C)OC(C)C)cc(OC)c1OC (stereo unspecified)
 : 0%, 38, -25, /
CCOC(=O)C(NC(C)=O)(Nc1ccc(S(N)(=O)=O)cc1)C(F)(F)F (stereo unspecified)
 : -4%, 61, /, /
COc1nc(NCC(C)C)nc(Oc2ccc(=O)n(-c3ccccc3)n2)n1
 : 8%, 50, 3, -1%
Cn1c(C(C#N)C2=C(Cl)C(=O)N(c3ccccc3)C2=O)nc2ccccc21 (stereo unspecified)
 : -12%, 13, -9, -23%
Cc1nn(CC(=O)Nc2ccc(C(=O)N3CCCC3)cc2)c(=O)c2ccccc12
 : 2%, -4, -3, -8%
COc1ccccc1-c1noc(-c2ccccc2C(=O)N2CCOCC2)n1
 : -1%, 12, 13, -2%
COc1ccc(C(=O)OCCNC(=O)c2ccncc2)cc1OC
 : 8%, ?, -4, /
Cc1cccn2cc(CNc3ccccc3)nc12
 : 1%, ?, 9, 4%

Full records, looked up by structure:
Entry for COc1ccc(C(=O)OCCNC(=O)c2ccncc2)cc1OC : 12-hLO inh: 8%; PNC assembly inh: ?; IMPase cell inh: -4; 15-hLO-2 inh: /
Entry for COc1nc(NCC(C)C)nc(Oc2ccc(=O)n(-c3ccccc3)n2)n1 : 12-hLO inh: 8%; PNC assembly inh: 50; IMPase cell inh: 3; 15-hLO-2 inh: -1%

Remaining list, next part.
The line under a structure holds: 12-hLO inh, PNC assembly inh, IMPase cell inh, 15-hLO-2 inh
CCNc1nc(NC(C)C)nc(SCCOc2ccc(C)cc2)n1
 : -5%, ?, 4, 40%[activator]
CCc1nnc(NC(=O)CSc2nc3c(C)cccc3[nH]2)s1
 : -3%, ?, /, /
O=C(O)/C=C/C=C/c1ccccc1
 : 7%, /, /, 0%
Brc1ccc(Oc2nnnn2-c2ccccc2)cc1
 : -6%, 23, 2, 2%
CC1(C)OC(=O)C(=CNC(CCC(N)=O)C(=O)O)C(=O)O1 (stereo unspecified)
 : -6%, 27, -1, -5%
CCOC(=O)Cc1csc(NC(=O)CSc2nnc(-n3nc(C)cc3C)c3ccccc23)n1
 : -1%, -22, 4, 3%
Nc1nc(-c2cccnc2)nn1C(=O)c1ccco1
 : 2%, -25, 12, 8%
COC(=O)c1ccc(N2C(=O)CC(N3CCN(C(=O)c4ccco4)CC3)C2=O)cc1 (stereo unspecified)
 : 1%, 27, -9, -4%
COc1ccc(C(=O)Nn2c(SCC(=O)NC3CCCCC3)nc3ccccc3c2=O)cc1
 : -4%, -24, -10, 0%
Cc1cc2nnc(SC3CCOC3=O)n2c2ccccc12 (stereo unspecified)
 : -3%, 0, 1, 2%
Cc1cc(N2CCC(C)CC2)c(F)cc1[N+](=O)[O-]
 : -14%, -11, 10, -6%
COC(=O)c1ccc2nc(NC(=O)CSCC(=O)OCC(=O)c3ccccc3)sc2c1
 : 5%, ?, /, /
Cc1ccc(C(=O)NC2(C(F)(F)F)NC(=O)N(c3ccc(Cl)cc3)C2=O)cc1 (stereo unspecified)
 : -8%, -6, /, /
CCCCn1c(N(CCOC(C)=O)C(C)=O)nc2ccccc21
 : -18%, -7, 8, -9%
COC(c1ccccc1)c1c(-c2ccccc2)nn(C)c1Cl (stereo unspecified)
 : 7%, 19, ?, 5%
CN(C)C(=O)Nc1ccc(F)cc1F
 : -6%, 43, 2, 6%
CC(=O)Nc1ccc2c(c1)nc(CN1CCCC1)n2C
 : 10%, 25, -6, -4%
CC(C)SCc1nc2ccccc2[nH]1
 : 8%, ?, -6, 25%
COc1ccc2[nH]c(=O)c(CN(Cc3cccnc3)C(=O)Nc3ccccc3)cc2c1
 : -2%, -14, -11, 5%
CSc1cccc(NC(=O)CSc2ccc(C)cc2)c1
 : -1%, 5, -4, 2%
Cc1cc(C)n2c(SCc3ccc(Cl)cc3Cl)nnc2n1
 : -8%, 13, 7, -1%
CCOc1ccc(NC2=C(Cl)C(=O)N(Cc3ccccc3)C2=O)cc1
 : -26%, -9, 8, -16%
CN(C)Cc1cc(C(C)(C)C)cc(CN(C)C)c1O
 : -2%[11.4 µM], /, /, -1%[11.4 µM]
O=C(Cn1cnc2ccccc2c1=O)N1CCN(Cc2ccc3c(c2)OCO3)CC1
 : -1%, ?, 2, 1%
Cc1cccc(C)c1Nc1nnc(SC/C(O)=C(\C#N)c2nc3ccccc3[nH]2)s1
 : -3%, ?, /, /
COc1ccc(-n2cccc2C=O)cc1OC
 : 4%, 15, -9, -5%
Cc1ccc(C2CC(=O)N3CN(c4ccc(Br)cc4)CSC3=C2C#N)o1 (stereo unspecified)
 : ?, -19, -6, ?
Cc1ccc(S(=O)(=O)C2CCOC2=O)cc1 (stereo unspecified)
 : 9%, 35, 0, -1%
Cc1ccc(C(=O)N/C(=C/c2ccc(Cl)cc2)C(=O)Nc2cccc(C(=O)O)c2)cc1
 : -1%, 24, /, /
CCNC(=O)N(C)c1nncnc1C(=O)NC
 : 1%, 9, 1, 3%
CC(C)(C)NC(=O)C(c1ccncc1)N(C(=O)c1csnn1)C1CC1 (stereo unspecified)
 : -1%, ?, 4, -2%
COc1cc2nc(N3CCN(C(=O)C4CCCO4)CC3)nc(N)c2cc1OC (stereo unspecified)
 : 1%&-2%, 35&-19, -4, -2%
